HEK293 tox – Cytotoxic Profiling in HEK 293 Cell Line of Diverse Libraries Using Quantitative High-Throughput Screening; AID 1345083, 2018; Potency, µM (highest dose often 115 µM), for inactives: top-dose activity change, negative = cytotoxicity, hits mostly inhibitors; HEK 293 viability, ATP luminescence (CellTiter-Glo), 48-72 h; 94,000 compounds, 6.6% hits; further: potency means the concentration at half of the fitted maximal effect; nearly all actives have a fitted effect of over 60% in size
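Pintool-delivered compounds were incubated with HEK 293 cells (250 cells/well) at 37 degree Celsius for 48 or 72 hr. ATP-dependent luminescence (CellTiter-Glo) then reported remaining viable cells.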
IP6K1 inhibitor – Primary qHTS assay for small molecule inhibitors of Inositol hexaphosphate kinase 1 (IP6K1); activity change, % (series mostly up to about 58 µM); IP6K1 kinase, ADP-Glo luminescence, 2 h; stronger effect = lower value; Inositol hexakisphosphate kinase 1 (Homo sapiens), Q92551; 140,000 compounds, 0.81% hits; AID 1645851, 2021; in the data active means activity change below about -25%
Target sequence (Q92551 whole entry, looked up): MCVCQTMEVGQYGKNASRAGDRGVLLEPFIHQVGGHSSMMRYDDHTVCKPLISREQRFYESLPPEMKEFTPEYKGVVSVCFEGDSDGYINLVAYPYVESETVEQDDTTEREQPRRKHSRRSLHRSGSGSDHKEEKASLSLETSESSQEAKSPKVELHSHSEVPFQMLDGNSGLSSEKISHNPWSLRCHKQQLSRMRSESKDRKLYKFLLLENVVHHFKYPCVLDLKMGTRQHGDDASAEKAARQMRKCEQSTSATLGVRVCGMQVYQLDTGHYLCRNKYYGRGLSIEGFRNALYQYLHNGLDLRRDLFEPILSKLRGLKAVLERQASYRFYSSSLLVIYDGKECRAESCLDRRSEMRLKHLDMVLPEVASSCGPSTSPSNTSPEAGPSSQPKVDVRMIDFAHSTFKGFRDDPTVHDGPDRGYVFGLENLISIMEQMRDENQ
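ADP-Glo luminescence measures ADP made by human IP6K1 during a 2 h RT reaction with ATP/IP6 (mix at 1.3 mM/130 uM); top library doses 57.5 and 19.1 uM final.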
Luciferase inh – Firefly luciferase inhibition profiling of diverse chemical library using quantitative high-throughput screening; Luciferin 4-monooxygenase (Photinus pyralis), P08659; purified P. pyralis luciferase, luminescence, biochemical; Potency, µM (top dose mostly 115 µM), without a hit: at the top dose activity change, negative = inhibition, usual class: inhibitors; 76,000 compounds, 2.5% hits; further: potency means the concentration at half of the fitted maximal effect; nearly all actives have a fitted effect of over 65% in size
Target sequence (P08659 whole entry, looked up): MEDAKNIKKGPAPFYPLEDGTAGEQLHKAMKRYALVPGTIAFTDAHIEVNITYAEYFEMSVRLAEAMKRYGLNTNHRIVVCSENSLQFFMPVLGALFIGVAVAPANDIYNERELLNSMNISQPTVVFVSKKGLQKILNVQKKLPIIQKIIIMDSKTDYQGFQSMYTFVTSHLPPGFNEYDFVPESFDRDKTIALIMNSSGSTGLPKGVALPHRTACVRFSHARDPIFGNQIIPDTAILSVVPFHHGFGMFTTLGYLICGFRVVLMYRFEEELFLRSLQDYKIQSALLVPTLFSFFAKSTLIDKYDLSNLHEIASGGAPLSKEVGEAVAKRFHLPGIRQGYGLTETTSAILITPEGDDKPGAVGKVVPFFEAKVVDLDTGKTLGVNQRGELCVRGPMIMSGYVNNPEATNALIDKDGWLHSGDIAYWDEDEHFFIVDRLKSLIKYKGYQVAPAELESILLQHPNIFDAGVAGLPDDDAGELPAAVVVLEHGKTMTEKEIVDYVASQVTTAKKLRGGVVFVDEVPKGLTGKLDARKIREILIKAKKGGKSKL
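FLuc 10nM, D-luciferin 10uM, ATP 10uM, Mg acetate 10mM, Tris acetate pH 7.5, Tween/BSA; cpd qHTS; enzyme added last; CCD luminescence.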
SNCA viab count – GF-AFC viability counterscreen for inhibitors of alpha-synuclein gene (SNCA) expression. HEK-293-SNCA-luc viability, GF-AFC fluorescence, 24 h. Potency, µM (top dose mostly 57.1 µM), for inactives: at the top dose activity change, negative = cytotoxicity, actives largely listed as cytotoxic. 150,000 compounds, 0.12% hits;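 further: potency means the concentration at half of the fitted maximal effect; 0% = DMSO-treated cells and -100% = medium-only wells without cells; nearly all actives have a fitted effect of over 30% in size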
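HEK-293-SNCA-luc cells (1500/well) plated 24 h, then exposed 24 h to a dilution series; GF-AFC added 30 min at 37C, fluorescence 405/540 nm; normalised to medium-only and DMSO wells, Hill fit.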
GPT2 inh – Primary qHTS assay for inhibitors of Glutamate pyruvate transaminase 2 (GPT2); Alanine aminotransferase 2 (Homo sapiens), Q8TD30; Recombinant GPT2, coupled pyruvate oxidase/HRP Amplex Red fluorescence; Potency, µM (highest dose often 57.7 µM), for the others: at the top dose activity change, negative = inhibition, hits mostly inhibitors; 100,000 compounds, 0.25% hits; AID 1671188, 2021; further: potency means the concentration at half of the fitted maximal effect; nearly all actives have a fitted effect of over 60% in size; many of its hits are not listed in these tables
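GPT2 10ng/uL, a-KG 250uM, L-Ala 2mM, HEPES pH7.5 + 0.0001% Tween; 30 min RT. Then Amplex mix (PO/HRP/ThPP), 30 min RT dark, fluorescence. AOA 50uM used as positive control.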
NIH3T3 tox – Cytotoxic Profiling in NIH 3T3 Cell Line of Diverse Libraries Using Quantitative High-Throughput Screening | 94,000 compounds, 4.3% hits | NIH 3T3 viability, CellTiter-Glo ATP luminescence, 48-72 h | AID 1345082, 2018 | Potency, µM (titrated, usually from 96.7 µM), for inactives: at the highest dose activity change, negative = cytotoxicity, hits mostly inhibitors; further: potency means the concentration at half of the fitted maximal effect; nearly all actives have a fitted effect of over 55% in size
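Mouse fibroblast NIH 3T3 cells, 400 per well, received compound via pintool and were incubated for 48 or 72 hr prior to CellTiter-Glo ATP luminescence measurement.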
SNCA expr inh – Primary qHTS assay for inhibitors of alpha-synuclein gene (SNCA) expression; AID 1671194, 2021; HEK-293 SNCA-luciferase knock-in, luminescence, 24 h; Potency, µM (highest dose often 57.2 µM), for inactives: at the highest dose activity change, negative = inhibition, most hits filed as inhibitors; 140,000 compounds, 0.17% hits;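 further: potency means the concentration at half of the fitted maximal effect; plate controls were DMSO cells for no effect and cell-free wells for full effect; nearly all actives have a fitted effect of over 45% in size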
Starred values were filed as active, the others as inactive; i = inactive; ? = inconclusive; nt = no result given; & = joins results of further samples; ! = repeats disagree; [ ] = remark or other dose. Unless noted, the call rests on the fitted dose curve; in most records, active means well fitted curve in the direction sought with a large enough effect; inconclusive means small, poorly fitted or top-dose-only effect, or another doubt; inactive means no such curve, though single readings can be large; an effect the other way counts as inactive or inconclusive. Unless noted, on the % scale 0 is the no-effect control and ±100 the full control effect.

Structure | HEK293 tox | IP6K1 inhibitor | Luciferase inh | SNCA viab count | GPT2 inh | NIH3T3 tox | SNCA expr inh
CCCCN(Cc1ccccc1)S(=O)(=O)c1cc(Br)cc2c1N(C(C)=O)CC2 | nt | -27.0* | nt | 1.4% | nt | nt | 24.2%
Cc1cccc(C)c1OCC(=O)Nc1c(C(=O)c2ccc(Br)cc2)oc2ccccc12 | nt | 43.8 | nt | 6.2% | nt | nt | -0.5%
Cc1ccc(C(=O)N2CCN(c3nccc(Nc4ccccc4F)n3)CC2)cc1 | 44.7µM*! | 17.1&9.5 | nt | -11.4%&-8.1% | i | ? | ?
Cc1cc2c(n1-c1ccc(C(=O)NCCc3ccccc3)cc1)CCC(C)C2 (configuration not stated) | nt | 55.2 | nt | -8.6% | nt | nt | 8.6%
O=C1NC(C(=O)N2CCN(c3ccccn3)CC2)Cn2cccc21 (configuration not stated) | -9.5% | -9.0 | nt | -4.9% | -0.6% | -23.3% | 6.9%
O=C(NC1CCN(Cc2cccc(-c3cccs3)c2)CC1)c1ccc(C(F)(F)F)cc1 | ? | -7.9&-8.0 | nt | 0.4%[12.5 µM] | i | ? | 4.0%&-22.2%
CC(=O)N1CC2(CCN(Cc3cccc(C(N)=O)c3)CC2)Cc2ccccc21 | -15.6% | 19.4 | nt | -3.3% | i | -10.8% | -15.9%
C=CCOc1c(OC)ccc2c1CN(Cc1ccco1)C(=O)CCN2CC(O)Cc1ccccc1 (configuration not stated) | ? | -8.8 | nt | nt | nt | ? | nt
CNc1nc2c(c(C(=O)N3CCCC3)n1)CN(C(=O)Cn1nccc1C)CC2 | -6.5% | -2.3 | 3.3% | -3.5% | ? | -3.5% | 5.5%
O=C(CC1CCOCC1)NCC1CCN(Cc2cccc(F)c2)CC1 | 3.4% | 19.3 | 6.3% | -5.3%[12.5 µM] | i | i | 24.9%
CC(C)CCNC(=O)c1ccc2c(c1)N(S(=O)(=O)c1ccccc1)CC2 | ? | -4.5 | -4.9% | 1.1% | -4.3% | ? | 0.4%
CC(C)c1noc(-c2ccn3c(CNC(=O)Cc4ccc(F)cc4)nnc3c2)n1 | ? | -2.3 | 0.0% | -17.3% | -4.0% | -37.4% | 2.6%
CCOc1ccccc1CNC(=O)CCC(=O)N1CCSc2ccccc21 | nt | 1.6 | nt | ? | nt | nt | 7.0%
O=C(NC1CCN(c2cc(-c3ccc(Cl)cc3)[nH]n2)C1)c1ccc(F)cc1F (configuration not stated) | 50.1µM* | 11.0 | 0.0% | -9.8% | ? | ? | -15.3%
O=C(c1cc(-c2ccc(Cl)cc2Cl)c2cccn2n1)N1CCN(c2ncccn2)CC1 | ? | -7.1 | nt | 0.7% | -9.9% | ? | ?
Cc1ccc(CNC(=O)Cn2ccn3nc4c(c3c2=O)CC(C)CC4)cc1 (configuration not stated) | -7.1% | -6.4 | -1.2% | -12.6% | 5.0% | -17.4% | 30.5%[activator]
CCCN(CC1CCOC1)C(=O)Nc1cccc(Br)c1 (configuration not stated) | -1.5% | 10.2 | 9.5% | -1.0% | -12.1% | -7.2% | -0.4%
COc1ccc(NC(=O)N[C@H]2CCN3C(=O)[C@@H](Cc4ccc(Cl)cc4)NC(=O)[C@@H]3C2)cc1 | -9.2% | 4.0 | -7.0% | -2.4% | -7.3% | 2.7% | 33.9%[activator]
Cc1ccc([C@H]2C[C@@H](O)[C@@H](O)[C@@H]2NC(=O)c2ccccn2)cc1 | -3.2%[172 µM] | 9.1 | -1.3%[172 µM] | 2.6%[87.6 µM] | -8.0%[88.5 µM] | -11.4%[174 µM] | -13.6%[87.6 µM]
CCn1nc(C)c(CCN(C)C(=O)Nc2cc(OC)c(OC)c(OC)c2)c1C | nt | 6.5 | nt | 9.9% | nt | nt | -1.9%
Cc1noc(C)c1Cc1ccc(C(=O)NCC2Cn3cccc3C(=O)N2C)o1 (configuration not stated) | -5.7% | -8.5 | 0.0% | 2.4% | i | -10.9% | -16.3%
COc1ccccc1C(=O)Oc1ccc(C(c2c(C)[nH][nH]c2=O)c2c(C)[nH][nH]c2=O)cc1 | nt | -13.9 | nt | -0.4% | nt | nt | 13.1%
Cc1oc(-c2cccc(C(F)(F)F)c2)nc1CN(C)Cc1ccon1 | ? | 19.5 | -7.3% | 1.9% | i | -28.2% | 14.6%
CCOCCN1C(=O)COC[C@@H]1[C@H](O)c1ccc(NC(=O)c2cccnc2)cc1 | i | -8.3 | 7.8%[172 µM] | 3.6%[87.6 µM] | i | -3.1%[138 µM] | -8.5%[87.6 µM]
CN(CC(=O)N1CCc2c(c(-c3nncn3-c3ccccc3)nn2C)C1)S(=O)(=O)c1cnc[nH]1 | -1.5% | -10.3 | 0.0% | 0.2% | -23.1% | -7.4% | -22.7%

Structural class, the entries above with bromine
Structure | HEK293 tox | IP6K1 inhibitor | Luciferase inh | SNCA viab count | GPT2 inh | NIH3T3 tox | SNCA expr inh
CCCCN(Cc1ccccc1)S(=O)(=O)c1cc(Br)cc2c1N(C(C)=O)CC2 | nt | -27.0* | nt | 1.4% | nt | nt | 24.2%
Cc1cccc(C)c1OCC(=O)Nc1c(C(=O)c2ccc(Br)cc2)oc2ccccc12 | nt | 43.8 | nt | 6.2% | nt | nt | -0.5%
CCCN(CC1CCOC1)C(=O)Nc1cccc(Br)c1 (configuration not stated) | -1.5% | 10.2 | 9.5% | -1.0% | -12.1% | -7.2% | -0.4%

Carrying on:
Structure | HEK293 tox | IP6K1 inhibitor | Luciferase inh | SNCA viab count | GPT2 inh | NIH3T3 tox | SNCA expr inh
COc1cc(C(C)=O)ccc1O[C@@H]1O[C@H](CO)[C@@H](O)[C@H](O)[C@H]1O | nt | 17.5 | nt | -7.8% | i | nt | nt
Cc1nn(S(=O)(=O)c2ccc(Br)cc2)c(C)c1S(=O)(=O)N1CCCCCC1 | nt | -5.6 | nt | -5.2% | nt | nt | 18.6%
O=C(CSc1n[nH]c(-c2ccccc2Cl)n1)N1CCN(c2ccc(F)cc2)CC1 | nt | -2.4 | nt | 4.8% | nt | nt | -15.8%
CC1C(O)C(O)C2C(C(=O)OCCc3ccc(O)cc3)=COC(O[C@@H]3O[C@H](CO)[C@@H](O)[C@H](O)[C@H]3O)C12 (some centres not stated) | nt | -1.2 | nt | -6.2%[23.9 µM] | i | nt | nt
O=C([C@H]1C[C@H](Oc2ccccc2)CN1C(=O)Nc1ccccc1)N1CCOCC1 | -6.5% | 12.5 | -4.5% | -1.7% | 4.4% | -18.9% | 4.5%
CS(=O)(=O)N1CCCN(Cc2cn[nH]c2-c2ccc(F)cc2)CCNC(=O)CC1c1ccccc1 (configuration not stated) | i | 9.9 | 1.1% | 3.0% | i | -4.5% | -1.2%
CCN(CC)Cc1cnc2c(C(=O)N(C)C3Cc4ccccc4C3)cnn2c1 | -0.2% | 2.7 | 13.0% | -1.4% | -2.8% | i | 12.8%
O=C(NCCc1ccncc1)C1CN(C(=O)CCC2CCCC2)CC12CCOCC2 (configuration not stated) | -10.4% | 0.1 | 1.8% | -6.1% | i | -8.2% | -17.6%
CCN(CC)CCOC(=O)c1ccc(NC(=O)c2cc3c(=O)n(CC)c4ccccc4c3s2)cc1 | nt | 11.3 | nt | 5.1% | nt | nt | 36.3%[activator]
CCCN(CCC)c1nc(-c2ccccc2F)nc2ccccc12 | nt | 19.1 | nt | 14.8% | nt | nt | ?
CC(=O)c1cc2c(cc1N/C(=N/S(=O)(=O)c1ccccc1)c1ccc(Cl)cc1)OCO2 | nt | -11.3 | nt | -1.0% | nt | nt | 7.1%
Cc1cc(C)cc(NC(=S)N[C@H]2CO[C@H]3[C@@H]2OC[C@@H]3n2nnnc2Oc2cccc(N(C)C)c2)c1 | ? | 5.0 | -10.7% | -4.3% | i | ? | ?
CCN(CC)CCCNC(=O)c1ccc2nc(CCc3ccccc3)oc2c1 | nt | 23.4 | nt | 1.3% | nt | nt | 36.1%[activator]
COCCNC(=O)C1CCCN(Cc2cccc(-c3cccs3)c2)C1 (configuration not stated) | -13.6% | 10.9 | nt | nt | nt | -26.2% | nt
Cc1ccc(CCNC(=O)CCCn2nc(C)c3c(C)n(-c4ccc(C)cc4)nc3c2=O)cc1 | nt | -0.5 | nt | 8.0% | nt | nt | 3.6%
COc1ccc2[nH]cc(CCNC(=O)CCC3CCN(C(=O)c4ccc(C)cc4)CC3)c2c1 | ? | 24.6 | 1.3% | 2.0% | i | ? | -8.9%
CN(C)CCN(C)[C@@H]1[C@H](O)[C@H](CO)O[C@@H]1CNC1CCN(C)CC1 | 4.7% | -2.6 | -3.9% | -2.1% | -11.3% | i | 14.3%
COCCn1c(CO)nnc1C1CC(NC(=O)c2cc(C)n3nc(C)cc3n2)C1 (configuration not stated) | -5.9% | -21.4 | 1.2% | -10.4% | -1.2%[11.5 µM] | -18.1% | -34.6%
O=C(NCc1ccncc1)C1CN(Cc2ccco2)CC12CCOCC2 (configuration not stated) | -1.1% | 3.1 | 1.5% | 3.2% | i | -5.4% | 13.8%
C=CCCC(CN1CCCOCC1)Oc1ncc(Cl)cn1 (configuration not stated) | -24.7% | 10.6 | 0.0% | 1.4% | 2.3% | -6.6% | -22.5%
O=C(NC[C@H]1O[C@@H]2C[C@@H](CC(=O)N3CCC(F)(F)C3)O[C@@H]2[C@@H]1O)Nc1ccc(F)cc1 | -6.1% | 1.4 | -0.2% | -0.1% | 0.4% | i | -4.1%
Cc1ccc(C(=O)N2CCCC(c3nn(-c4ccccn4)c(=O)[nH]3)C2)cc1 (configuration not stated) | 4.1% | -11.8 | nt | 6.5% | i | -0.2% | -17.4%
Cc1cn2nc(C(=O)NCCC3=CCCCC3)cc2c(N2CCCC2)n1 | -22.0% | -8.6 | -5.5% | 9.7% | i | ? | 17.2%
CC(C)OCCCN(Cc1ccco1)C(=O)c1cc2c(s1)-c1ccccc1OC2 | nt | -16.3 | nt | 11.6% | nt | nt | 5.6%

Some of these compounds in order of formula weight, highest first.
Structure | HEK293 tox | IP6K1 inhibitor | Luciferase inh | SNCA viab count | GPT2 inh | NIH3T3 tox | SNCA expr inh
CS(=O)(=O)N1CCCN(Cc2cn[nH]c2-c2ccc(F)cc2)CCNC(=O)CC1c1ccccc1 (configuration not stated) | i | 9.9 | 1.1% | 3.0% | i | -4.5% | -1.2%
O=C(NCCc1ccncc1)C1CN(C(=O)CCC2CCCC2)CC12CCOCC2 (configuration not stated) | -10.4% | 0.1 | 1.8% | -6.1% | i | -8.2% | -17.6%
CCCN(CCC)c1nc(-c2ccccc2F)nc2ccccc12 | nt | 19.1 | nt | 14.8% | nt | nt | ?

These rows are one share of the data (hit frequency here may not be typical).
